# From PubChem
# Hsp70 inhibitors – small molecules displacing fluorescent ligand from Hsp70 – biochemical, fluorescence polarization, primary screen (AID 583). Hsp70 fluorescence polarization probe displacement, mP; higher % means a stronger effect. one-dose displacement, % at 20 µM; IC50 in µM for titrated hits. hit rate 0.06% among 140,000; in the data active means displacement above about 50%;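 further: plate controls were vehicle for no effect and reference ligand for full effect; a part of the inactive calls stands beside numbers as strong as those of hits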
# Rat MKP-3 inhibitors – inhibition of rat DUSP6 enzyme activity – biochemical, in vitro, primary screen (AID 425); recombinant MKP-3 phosphatase activity, fluorescence; higher % means a stronger effect; one-dose inhibition, % at 20 µM; IC50 in µM for titrated hits; hit rate 0.17% among 110,000; in the data active means inhibition above about 50%;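 further: plate controls were vehicle for no effect and reference inhibitor for full effect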
# Starred values were filed as active, the others as inactive; nt = no result given; & = joins results of further samples. Not all compounds are listed (hit frequency here may not be typical).
SMILES,Hsp70 inhibitors,Rat MKP-3 inhibitors
CCOc1ccc(NC(=O)c2ccc(S(=O)(=O)N3CCOCC3)cc2)cc1,1.3%,-4%
Cn1c(=N)c(S(=O)(=O)c2ccc(Cl)cc2)cc2c(=O)n3ccccc3nc21,4.4%,-2%
O=C(CSc1nc(Nc2ccccc2)nc(N2CCOCC2)n1)N1CCc2ccccc21,-1.6%,4%
O=C(CSc1nnc(-c2cccnc2)n1Cc1ccco1)c1ccc(Br)cc1,-5.0%,-7%
CCOC(=O)C(CC(C)C)NC(=O)/C(=C\c1ccc(Br)cc1)NC(=O)c1ccccc1 (configuration not stated),6.7%,5%
Cc1cccc(NC(=O)C2CC2(c2ccccc2)c2ccccc2)c1C (configuration not stated),5.6%,0%
COc1ccccc1NC(=O)CN(c1ccc(C)cc1)S(=O)(=O)c1ccc(F)cc1,-0.6%,5%
CC1=NN(c2ccc(S(N)(=O)=O)cc2)C(=O)/C1=C\c1ccc(-c2ccc(Br)cc2)o1,-3.8%,3%
CCCCCn1c(SCc2cccc(C)c2)nc2c1c(=O)[nH]c(=O)n2C,nt,-2%
Cc1ccc(Cc2cnc(NC(=O)C3CCCO3)s2)cc1 (configuration not stated),3.0%&4.8%,-2%
O=c1c(O)c(-c2cccs2)oc2ccc(Cl)cc12,28%,nt
Cc1c(Cl)cccc1NC(=O)CCCOc1ccccc1,3.2%,3%
CCC(=O)Oc1c(-c2ccccc2)c2nc3ccccc3nc2c2ccccc12,24%,nt
COc1ccc(S(=O)(=O)Nc2cccc(Cl)c2)cc1OC,4.0%,-9%
CCOc1ccc2[nH]c(=O)c(CN(CCO)C(=O)c3ccc(Br)cc3)cc2c1,nt,-7%
Cc1ccc([N+](=O)[O-])c(OCC(=O)Oc2ccccc2)c1,5.0%,2%
CCOC(=O)c1ccc(NCc2ccc3c(c2)OCO3)cc1,4.4%,1%
CC(=O)Nc1cc(-c2nc3cc(Cl)cc(Cl)c3o2)ccc1C,-2.0%,1%
CC(=O)N(C(C)=O)c1ccc(Sc2ccc(Oc3ccc(Sc4ccc(N(C(C)=O)C(C)=O)cc4)cc3)cc2)cc1,5.9%,0%
Cc1cc(C)cc(OCCCCCNCCO)c1,nt,-3%
Cc1ccc2oc(-c3ccc(NC(=O)c4cccnc4)cc3)nc2c1,-1.4%,-11%
O=C(O)C1CCCCC1C(=O)Nc1cccc2ccccc12 (configuration not stated),5.1%,nt
CCN(CC)S(=O)(=O)c1ccc(Cl)c(C(=O)Nc2nncs2)c1,-0.9%,9%
COC(=O)CSC1=C(C#N)C(c2ccc(F)cc2)CC(=O)N1 (configuration not stated),6.0%,-7%
CCOC(=O)CSc1nc2ccccc2c(=O)n1C1CCCC1,1.2%,4%
O=C(N/C(=C/c1ccc2c(c1)OCO2)C(=O)N1CCOCC1)c1ccco1,-1.3%,3%
CCCCOC(=O)C(C#N)c1nc2ccccc2nc1N1CCOCC1 (configuration not stated),5.1%,-1%
CC(=O)ON1C(C)(C)CC(OC(=O)c2ccccc2)CC1(C)C,2.2%,1%
S=C(Nc1ccc(Cl)cc1Cl)NC1CCCC1,1.9%,-2%
CC1=NN(c2ccccc2)C(=O)/C1=C/c1cccc(OC2CSC2)c1,-4.3%,4%
CCCCn1c(=O)n(CC(=O)Nc2c(CC)cccc2CC)c(=O)c2c1nc(CO)n2CCC,-1.8%,-10%
CN(CC(=O)NCc1ccc(Cl)cc1)S(=O)(=O)c1cccc2nsnc12,-2.3%,-8%
CCCCn1c(=N)n(CC(O)COc2ccccc2)c2ccccc21 (configuration not stated),1.7%,0%
COC(=O)c1c(C)n(-c2ccc(C)cc2)c2ccc(O)cc12,4.0%,nt
O=C(Nn1cnnc1)C1Cc2ccccc2CN1S(=O)(=O)c1ccc(F)cc1 (configuration not stated),-3.8%,-3%
COc1ccc(/C=N/Nc2ccccc2)cc1Cn1nc(C)c([N+](=O)[O-])c1C,-0.2%,nt
CCOC(=O)/C(=C/C=C/N(C1CCCCC1)C1CCCCC1)C(C)=O,2.1%,0%
CCN(C(=O)c1c(OC)cccc1OC)c1nnc(-c2cccnc2)s1,-1.3%,-8%
O=P(O)(CN1CCCCC1)CN1CCCCC1,2.4%,-1%
CCOC(=O)N1CCC(N(CCCOC)C(=O)Nc2cccc(OC)c2)CC1,5.3%,-5%
Cc1ccc(C(=O)OCc2ccc3c(c2)OCO3)cc1S(=O)(=O)N1CCCCC1,-3.8%,nt
COc1ccc(CCn2nnnc2C(C(C)C)N2CCN(c3ncccn3)CC2)cc1OC (configuration not stated),4.3%,-7%
COc1ccc(OC)c(-n2c(SC)nnc2-c2c[nH]c3ccccc23)c1,-0.7%,2%
O=C(CCN1CCCCC1)NCC1OCCc2ccccc21 (configuration not stated),1.6%,-10%
COc1ccc(NC(=O)COc2ccc(Cl)cc2Cl)c([N+](=O)[O-])c1,-1.1%,4%
CS(=O)(=O)c1ccc2nc(NC(=O)Oc3ccccc3)sc2c1,1.0%,-1%
NC(=O)c1cc2nc(-c3cccs3)cc(C(F)(F)F)n2n1,1.1%,2%
CCOC(=O)c1ccc(-n2c(-c3ccccc3)nc3ccccc3c2=O)cc1,0.6%,-1%
CCc1c(C)nc2[nH]nc(-c3ccccc3C)n2c1=O,-1.6%,-10%
CCOC(=O)c1c(C)[nH]c(C)c1C(=O)COC(=O)C1CCCN1S(=O)(=O)c1ccccc1F (configuration not stated),0.1%,-1%

# Next part:
SMILES,Hsp70 inhibitors,Rat MKP-3 inhibitors
O=C1CCCN1C(=O)CCC(=O)N1CCCC1=O,0.5%,-4%
Cc1onc(-c2ccccc2Cl)c1C(=O)Nc1cccc(-c2nc3ncccn3c2C)c1,8.3%,7%
CN(C)/C=C1\C(=O)c2ccc(N(C)C)nc2CC1c1ccccc1 (configuration not stated),2.1%,17%
CC1=C(C(=O)OCc2ccc(C)cc2)C(c2cccc(O)c2)NC(=O)N1 (configuration not stated),4.6%,-3%
Cc1ccc(C=C2C(=O)NC(=O)N(c3cccc(Cl)c3)C2=O)s1,-11%,3%
CCOC(=O)c1ccc(NC(=O)N2CCN(Cc3cccc(F)c3)CC2)cc1,0.6%,-8%
CCN(CC)C(=O)CSc1nnc2sc3ccccc3n12,-0.9%,1%
COc1ccc(-c2cc(C(F)(F)F)n3ncc(C(=O)NCC4CCCO4)c3n2)cc1OC (configuration not stated),18%,-2%
Cc1nn(CC(N)=O)c(=O)c2ccccc12,0.2%,-9%
O=C1c2ccccc2C(=O)N1c1ncc(Cc2cc(Cl)ccc2Cl)s1,1.1%,3%
CC(NC(=O)c1ccccc1Cl)c1nnc(SCC(=O)Nc2ccc(C(=O)O)cc2)n1C (configuration not stated),0.3%,nt
COc1ccc(CCNS(=O)(=O)c2ccc(C(=O)NCc3ccco3)cc2)cc1OC,-0.5%,-9%
CCOCCCNC(=O)c1cccs1,1.6%,-11%
CCOC(=O)N1CCN(C(=O)c2ccc3c(SCC(=O)O)c4c(nc3c2)CCCC4)CC1,3.5%,1%
N#C/C(=C(/O)COC(=O)CCC1CCCCC1)c1nc2ccccc2[nH]1,-50%,0%
COC(=O)c1[nH]c2ccc(F)cc2c1NC(=O)C1=COCCO1,-6.1%,-9%
O=C(Cn1nnc(-c2ccccc2)n1)NCc1ccccc1,1.6%,-6%
OC(CCN1CCCC1)(c1ccccc1)C1CCCCC1 (configuration not stated),-3.5%,-7%
CC(=O)c1c(C)nc(C)nc1NC(=O)C(C)C,3.9%,-10%
O=C(C1CCCN(Cc2ccccc2C(F)(F)F)C1)N1CCCCC1 (configuration not stated),-1.3%,nt
COc1ccc(S(=O)(=O)Nc2cc(C)ccn2)cc1OC,3.7%,-9%
COCCSc1nnc(NC(=O)Cc2ccccc2OC)s1,12%,6%
CC(=O)c1cc2c(cc1NS(=O)(=O)c1ccccc1)OCO2,4.1%,nt
O=C1NC2=Nc3ccccc3NC(c3ccccc3)=C2C(c2cccc3ncccc23)N1 (configuration not stated),1.2%,-3%
O=C(O)CCCCCN1C(=O)C(=O)/C(=C(/O)c2ccc(Cl)cc2)C1c1ccccc1F (configuration not stated),1.7%,12%
CC(=O)Nc1cccc(Oc2cc(C#N)c(C#N)cc2N2CCOCC2)c1,2.7%,-4%
Cc1ccc(/C=C/C(=O)c2ccc(C)cc2)cc1,1.2%,nt
O=C(CCCn1c(SCC(=O)NCC2CCCO2)nc2ccccc2c1=O)NCC1CCCO1 (configuration not stated),-5.0%,-2%
COc1ccc(OCCSc2ncnc3nc[nH]c23)cc1,nt,-2%
Cc1sc2nc(CN3CCN(S(=O)(=O)c4cccc5nonc45)CC3)[nH]c(=O)c2c1C,1.0%,6%
C=CCc1ccc(OCCCOc2ccc(C)cc2OC)c(OC)c1,-4.1%,nt
CCOC(=O)c1c(Nc2ccccc2)sc(C=NCc2ccc(Cl)cc2)c1O,0.9%,4%
COc1ccc(S(=O)(=O)N(CC(=O)NC2CC2)c2ccc(C)cc2)cc1OC,4.2%,-5%
O=c1cc2c(nn1Cc1ccc(Cl)cc1Cl)-c1ccccc1CC2,0.7%,nt
COc1ccccc1N1CCN(C(=O)COc2ccc(Cl)cc2)CC1,9.3%,-8%
COc1ccccc1N=Nc1c(O)[nH]c(=O)[nH]c1=O,-17%,-1%
Cc1ccccc1CN1CCN(CC(=O)NCCCN2CCN(c3ccc(F)cc3)CC2)C1=O,-2.8%,2%
CC(C)C(O)(C#CCN1CCCCC1)c1ccccc1 (configuration not stated),4.3%,nt
CC(C)C1Cc2[nH]c(=O)c(C(=O)O)cc2CO1 (configuration not stated),6.8%,-7%
COc1cccc(N/C(SC)=C(/C#N)C(N)=O)c1,5.2%,nt
COCCNC(C)C(=O)Nc1ccc(Br)cc1 (configuration not stated),3.5%,2%
O=C(NN=C1CCC(c2ccccc2)CC1)c1ccccc1I (configuration not stated),5.0%,0%
Cc1cc(NC(=O)C2CC(c3ccc(F)cc3)=NO2)n(-c2ccccc2)n1 (configuration not stated),-2.7%,-11%
COc1ccc(C(=O)Nc2nc3ccccc3s2)c(OC)c1,4.7%,1%
O=C(O)CCC(=O)NCC1(c2ccccc2)CCOCC1,3.5%,-1%
COc1cccc(Oc2coc3c(CN4CCOCC4)c(O)ccc3c2=O)c1,3.5%,-8%
Cc1csc2ncc(C(=O)NCc3ccc4c(c3)OCO4)c(=O)n12,0.4%,-2%
CC1=CC2(C#N)C3(N=C(N)C2(C#N)C(c2ccccc2)N1)OCCO3 (configuration not stated),-0.1%&0.2%,-13%&2%
CCCOc1ccc(C(=O)CCN2CCCCC2)cc1,4.2%,-6%
CCc1c(C)c(C#N)c2nc3ccccc3n2c1NCC1CCCO1 (configuration not stated),2.7%,nt

# (more compounds)
SMILES,Hsp70 inhibitors,Rat MKP-3 inhibitors
CCc1ccc(NC(=O)CSc2nc3c(c(=O)n(C)c(=O)n3C)n2C)cc1,-0.7%,2%
CN(c1ccccc1)c1ccc(/C=c2\s/c(=C(/C#N)C(=O)C(C)(C)C)n(Cc3ccco3)c2=O)cc1,-54%,-3%
CCc1ccccc1NC(=O)COc1ccc2ccccc2c1,3.1%,2%
Cc1ccc(C(=O)Nc2c(C(=O)N3CCOCC3)cnn2-c2ccccc2)cc1,-1.9%,-3%
COc1cccc(NC(=O)N[C@@H](Cc2ccccc2)C(=O)O)c1,-0.5%,-2%
CC1Cc2ccccc2N1C1=NS(=O)(=O)c2ccccc21 (configuration not stated),3.2%,-7%
COc1ccc(-c2csc(NC(=O)c3ccccc3OC)c2C(=O)O)cc1,4.2%,2%
CCOC(=O)c1sc(NC(=O)CSc2nc(C)cc(C)c2C#N)c(C#N)c1C,-3.7%,nt
O=C(O)c1cccc(N2CCCCS2(=O)=O)c1,-4.7%,4%
O=C(CC(C(=O)N1CCc2ccccc21)n1ccnc1)NCc1cccnc1 (configuration not stated),0.2%,0%
COCCn1c(N)c(S(=O)(=O)c2cccs2)c2nc3ccccc3nc21,-8.7%,-2%
COc1ccc(C(=O)NC(=O)Nc2ncccc2C)cc1,-0.7%,nt
Cc1ccc(N2C(=O)NC(=O)/C(=C\c3cccs3)C2=O)cc1C,-3.3%,2%
On1cnnc1-c1ccccc1,3.9%,-12%
